ROC1-CUL1 inh: inhibitors of human ROC1-CUL1 ubiquitin ligase activity; hit rate 0.6% among 140,000; inhibition, % at 10 µM; E3 ubiquitin-protein ligase RBX1 (Homo sapiens) + Cullin-1 (Homo sapiens), P62877+Q13616; AID 1347404, 2020; in vitro K48 di-Ub FRET, acceptor:donor ratio, 45 min; in the data active means inhibition above about 25%
Target sequence (P62877 whole entry, looked up): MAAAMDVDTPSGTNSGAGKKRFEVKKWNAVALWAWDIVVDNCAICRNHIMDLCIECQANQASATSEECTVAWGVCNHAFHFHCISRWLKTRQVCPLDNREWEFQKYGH
Target sequence (Q13616 whole entry, looked up): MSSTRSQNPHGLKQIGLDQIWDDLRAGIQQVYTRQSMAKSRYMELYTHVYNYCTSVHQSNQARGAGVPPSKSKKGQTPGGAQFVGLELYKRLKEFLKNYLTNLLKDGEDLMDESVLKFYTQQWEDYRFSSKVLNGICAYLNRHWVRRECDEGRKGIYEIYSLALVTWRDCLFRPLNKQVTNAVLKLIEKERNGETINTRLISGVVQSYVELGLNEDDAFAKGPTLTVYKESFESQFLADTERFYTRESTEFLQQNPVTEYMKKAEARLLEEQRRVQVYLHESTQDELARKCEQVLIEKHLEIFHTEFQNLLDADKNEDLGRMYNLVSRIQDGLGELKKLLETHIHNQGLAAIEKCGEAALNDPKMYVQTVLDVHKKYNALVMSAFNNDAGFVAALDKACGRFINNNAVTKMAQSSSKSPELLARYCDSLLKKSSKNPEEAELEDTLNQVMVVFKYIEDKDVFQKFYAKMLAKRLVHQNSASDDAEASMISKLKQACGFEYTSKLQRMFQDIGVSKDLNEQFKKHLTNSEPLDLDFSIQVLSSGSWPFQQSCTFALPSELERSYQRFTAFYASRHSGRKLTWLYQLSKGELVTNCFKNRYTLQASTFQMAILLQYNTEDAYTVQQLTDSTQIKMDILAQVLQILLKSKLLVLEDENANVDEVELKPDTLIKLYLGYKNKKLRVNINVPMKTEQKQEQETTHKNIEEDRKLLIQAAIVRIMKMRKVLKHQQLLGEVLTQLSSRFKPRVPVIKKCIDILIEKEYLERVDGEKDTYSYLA
Starred values were filed as active, the others as inactive.

smiles | ROC1-CUL1 inh
COC(=O)C1=C(C(=O)OC)C2C=CC1C1C3C4C=CC5C(C=C4)C5C3C21 (configuration not stated) | -4.7
Cc1ccc(CNc2nc(=O)[nH]nc2C)cc1 | 16.3
CC1=NC(=O)NC(=O)C1S(=O)(=O)N1CCN(c2cccc(C)c2C)CC1 (configuration not stated) | -6.7
CC1=NN(C(=O)c2ccc(C(C)(C)C)cc2)C(O)(c2cccnc2)C1 (configuration not stated) | -20.1
CCc1ccc2c(c1)NC(c1ccc(C)cc1)=NC(c1cccs1)=N2 | 0.3
COc1ccc(-n2nnc(-c3nsc(NC(=O)c4cccs4)n3)c2C)cc1OC | 0.1
Cc1ccc(NC2CCS(=O)(=O)C2)cc1 (configuration not stated) | 5.6
COc1cccc(-c2ccc3c(N)c(C(=O)Nc4ccc(Br)cc4)sc3n2)c1 | -1.7
Cc1cc(C)c2oc(C(=O)Nc3ccc(S(=O)(=O)Nc4nccc(C)n4)cc3)cc(=O)c2c1 | 2.6
CCOc1ccc(-c2cc(C(=O)N/N=C(\C)c3ccc(Cl)s3)c3ccccc3n2)cc1 | -6.3

smiles | ROC1-CUL1 inh
CN(C)c1ccc(NC(=O)CCSCCC(=O)Nc2ccc(N(C)C)cc2)cc1 | -3.2
Cc1ccc(Cl)cc1N1CCN(C(=O)C23CC4CC(CC(C4)C2)C3)CC1 | -7.8
CC1(C)CC(=O)CC(=NCCN2CCNCC2)C1 | -1.9
O=S(=O)(Nc1ccc(Br)cc1)c1ccc(F)cc1 | 4.3
CC1=C(C(=O)N2CCN(c3cccc(C)c3C)CC2)C2(CCCCC2)OC1=O | -3.3
CCc1ccc(CN(Cc2ccco2)c2cnc(S(C)(=O)=O)nc2C(=O)Nc2cccc(C)c2)cc1 | -0.5
NS(=O)(=O)c1ccc(NC(=O)CSc2nnc3ccc4ccccc4n23)cc1 | -2.7
Cc1ccc(S(=O)(=O)NC(C)c2cnn(-c3ccccn3)c2C)s1 (configuration not stated) | 0.9
CCc1noc(C)c1C(=O)Nc1cccc(Cl)c1Cl | -3.8
O=C1CN(C(=O)c2ccc(S(=O)(=O)N3CCCC3)cc2)C(c2ccccc2)c2cc(F)ccc2N1 (configuration not stated) | -12.4

smiles | ROC1-CUL1 inh
O=C(Nc1ccc2c(c1)CN(S(=O)(=O)c1ccc(Cl)cc1)CC2)C1CCCO1 (configuration not stated) | 1.3
Clc1ccc(SCCc2nc3ccccc3[nH]2)cc1 | 3.4
Cc1nccc(NNS(=O)(=O)c2ccccc2)n1 | -6.2
CCN1CCC(NC(=O)C(C)Oc2ccccc2C)CC1 (configuration not stated) | 0.6
CCOC(=O)c1sc(NC(=O)CCCOc2ccc(C)cc2)nc1C | -2.0
CCC(C)C(=O)Nc1ccc(F)cc1 (configuration not stated) | 10.5
COc1ccc(N(CC(=O)NC(C)c2ccccc2)S(=O)(=O)c2c(C)noc2C)cc1 (configuration not stated) | -4.4
COc1ccc(-c2csc3nc(-c4ccccc4Br)oc(=O)c23)cc1 | -6.5
CCCSc1ncc(Cl)c(C(=O)NCc2ccc(OC)cc2)n1 | -10.0
CCOC(=O)c1ccc(NC(=O)CN2CCN(c3ccccc3F)CC2)cc1 | -6.5

Single entries from the list:
ROC1-CUL1 inh, CCCSc1ncc(Cl)c(C(=O)NCc2ccc(OC)cc2)n1 stands at -10.0
ROC1-CUL1 inh, COc1ccc(-c2csc3nc(-c4ccccc4Br)oc(=O)c23)cc1 stands at -6.5
ROC1-CUL1 inh, O=C(Nc1ccc2c(c1)CN(S(=O)(=O)c1ccc(Cl)cc1)CC2)C1CCCO1 (configuration not stated) stands at 1.3

(continued)
smiles | ROC1-CUL1 inh
COc1cc(-c2cccn2C)c(OC)cc1-c1cccn1C | 4.0
Cc1ccc(S(=O)(=O)Nc2ccc3c(c2)CCCN3C(=O)c2cccs2)cc1 | 1.6
Cc1ccc(-n2ncc(C(=O)NCCN3CCc4ccccc4C3)c2C2CCN(C(=O)OC(C)(C)C)CC2)cc1 | 3.6
C=CCOc1c(Cl)cc(CNc2ccc(N(C)C)cc2)cc1OC | 17.7
CC(C)Oc1ccc(Cc2n[nH]c(=S)n2-c2ccc(Br)cc2)cc1 | 14.9
COc1cc(NC(=O)c2cc(-c3ccccc3O)no2)cc(OC)c1OC | 3.6
O=C(CCOc1ccccc1)Nc1ccnn1C1CCN(C2CCCC2)CC1 | -3.2
Cc1cc(C)c(C#N)c(SCC(=O)c2ccc3c(c2)OCO3)n1 | -0.9
Nc1ncc(S(=O)(=O)Nc2ccc(OC(F)(F)F)cc2)cn1 | 1.4
O=c1[nH]c(-c2cccc(CN3CCCC(Cn4ccnc4)C3)c2)nc2c1CCC2 (configuration not stated) | -0.4

smiles | ROC1-CUL1 inh
CCC(C)(C)C(=O)Nc1nnc(CC(C)C)s1 | -1.5
COc1ccc(-n2nc(C)c3c(C(F)(F)F)cc(C)nc32)cc1 | 5.6
Cc1cccc(OCC(=O)NNC(=O)Nc2cccc(Cl)c2)c1C | 8.0
COc1ccc(Br)cc1CNc1cc(F)c(F)cc1F | 6.6
N#CC1C(=N)Oc2c(ccc3ccccc23)C1c1ccc(Cl)cc1Cl (configuration not stated) | 7.8
COc1ccc2ccccc2c1CN1CC[C@@H](N2CCC(O)CC2)[C@H](O)C1 | -1.2
Cc1c(C(=O)O)cccc1-c1ccc(CC2=NC(=O)N(c3cccc(Cl)c3)C2=O)o1 | -3.2
C=CCn1c(SCC(=O)NC(C)(C)C)nnc1-c1ccc(Cl)cc1Cl | -5.6
CC(C)c1ccc(NS(=O)(=O)c2ccc3c(c2)C(=O)C(C(=O)NC2CCCCC2)C=N3)cc1 (configuration not stated) | 12.9
COc1ccc2ccccc2c1/C=N/NC(=O)c1cccc(Cl)c1 | 1.2

smiles | ROC1-CUL1 inh
CSc1ccc(C2Nc3ccccc3-c3nnc(SCc4ccc(C)cc4)nc3O2)cc1 (configuration not stated) | 3.1
CC(C)Oc1ccc(C(=O)N2CCN(c3ccc(F)cc3)CC2)cc1 | 6.9
CCc1cccc2c(C#N)cn(CC(=O)NCCOC)c12 | 5.0
COc1ccc(NC(=O)CSc2ncc(-c3ccc(Cl)cc3)[nH]2)cc1OC | 4.7
COC(=O)c1ccccc1OC(=O)CCc1ccccc1 | 0.6
Cc1oc(-c2ccc(Cl)cc2)nc1Cn1c(=O)cc(-c2ccccc2)c2c(C)nn(C)c21 | -0.4
O=C(O)CSC1Cc2cc(Cl)ccc2Sc2ccccc21 (configuration not stated) | 5.1
O=C(Cn1c(=O)nc(-c2ccccc2)c2cc(Cl)ccc21)NCCc1ccc(Cl)cc1 | -5.2
CCC(=O)Nc1ccccc1Sc1ncnc2scc(-c3ccccc3)c12 | 0.0
O=C(CC1CC(c2ccccc2)=NO1)c1ccccc1 (configuration not stated) | 0.0

smiles | ROC1-CUL1 inh
CC(C)(C)C(=O)COC(=O)c1ccccc1SCc1ccccc1 | -0.4
Cc1ccc(NC(=O)c2cc(C)oc2C)c(C)c1 | 4.6
COc1cccc(CNCCSc2nnnn2C)c1OCc1ccc(F)cc1 | 6.8
c1ccc(-c2cc(-c3ccccc3)c3c(n2)-c2ccccc2OC3)cc1 | -2.4
CCOC(=O)c1ccc(CN(Cc2ccccc2)S(=O)(=O)c2ccc(C)cc2)cc1 | 3.3
Cc1nn(-c2ccccc2)c(Br)c1Br | 6.3
OCC1CCN(c2ncc3c(n2)CCCC3NC2CCC2)CC1 (configuration not stated) | -3.2
O=C1CCCN1CCC(=O)N1CCCC(CCc2ccc(F)c(F)c2)C1 (configuration not stated) | -4.4
O=C(Nc1ccc(F)c(F)c1)c1ccc(CN2CCCCC2)cc1 | 7.8
Cn1c(=O)c2c(=O)c(Br)c(N)[nH]c2n(C)c1=O | -2.6

smiles | ROC1-CUL1 inh
COc1ccccc1CNC(=O)C1CCN(S(=O)(=O)c2c(C)noc2/C=C/c2cccs2)CC1 | -1.5
Cn1c(SCC(=O)c2ccc(Cl)cc2)nc2c(c1=O)C1(CCCC1)Cc1ccccc1-2 | 5.4
CCc1ccc(CN(C)c2nc3nonc3nc2NCCOC)nc1 | -3.9
CCN(CC)CC(O)Cn1c2c(c3cc(C)ccc31)CCCC2=O (configuration not stated) | 1.1
Cc1ccc(NC(=O)CN(C)S(=O)(=O)c2ccc3c(c2)n(C)c(=O)c(=O)n3C)c(C)c1 | 6.5
COc1ccccc1C(=O)NC(C)c1cc(C)ccc1C (configuration not stated) | 0.0
S=C1CC(c2ccccc2)=Nc2ccccc2N1Cc1ccccc1 | -4.7
CC(OC(=O)/C=C1\OC(=O)c2ccccc21)C(=O)c1ccc(Cl)cc1 (configuration not stated) | -3.2
CCOC(=O)CCC(=O)Nc1nnc2n1CCS2 | 1.6
CCn1c(=NC(=O)c2ccc(S(=O)(=O)N3CCCC3)cc2)sc2cc(Br)ccc21 | -5.0

smiles | ROC1-CUL1 inh
CCCc1cc(C(=O)NNC(=S)NCc2ccccc2)cs1 | -3.7
COc1cc(/C=C2\SC(=O)N(CC(=O)OC(C)C)C2=O)ccc1OCC(=O)Nc1ccccc1C(C)C | 1.3
O=C(Cn1c(=O)n(CCc2ccccc2)c(=O)c2cccnc21)Nc1ccc(F)cc1 | -4.1
Cc1cccc(C)c1C(OCCN(C)C)C1CCCCC1 (configuration not stated) | 4.9
COc1ccc(Nc2ncc(CN(C)CCn3ccnc3)s2)cc1 | 8.3
CCCOc1ccc(N2C(=O)CC(N3CCN(c4ccccn4)CC3)C2=O)cc1 (configuration not stated) | 1.8
Cc1nn(-c2ccccn2)c2c1C1C(C2)C1(C)C (configuration not stated) | -3.0
CCOc1cc(C)ccc1S(=O)(=O)N1CC(C)CC(C)C1 (configuration not stated) | 3.0
COc1cccc(CNC(=O)CSC2=Nc3ccccc3C3=NC(C)C(=O)N23)c1OC (configuration not stated) | -16.8
CSc1ccc2c(c1)C(N1CCN(CCCO)CC1)Cc1ccc(F)cc1S2 (configuration not stated) | 3.0

smiles | ROC1-CUL1 inh
CCOc1cc(C=C2C(=O)NC(=S)NC2=O)ccc1OCC(=O)Nc1cccc(C)c1 | -5.8
COc1ccc(N2C(=O)C(=O)N(c3ccc(Br)cc3)C2=S)cc1 | -2.6
O=S(=O)(Nc1cccc2ccccc12)c1ccc2c(c1)[C@H]1C=CC[C@H]1[C@@H](c1cccc(Cl)c1)N2 | 1.4
CCn1ncc(Br)c1C(=O)NC(C)C1CC2CCC1C2 (configuration not stated) | -4.4
CC(O)Cn1ccc(-c2cccc(-c3ccc4occc4c3)c2)n1 (configuration not stated) | -8.8
Cc1ccc(/C=C/c2ccc3cc(/C=C/c4ccc(C)cc4)ccc3c2)cc1 | 0.5
CCCc1ccc(OCc2ccc(C(=O)Nc3ccccc3C(=O)OC)o2)cc1 | 6.1
Cc1ccc(N2CCN(C(=O)CCC3(Cc4ccc5ccccc5c4)CCC(=O)N3)CC2)c(C)c1 (configuration not stated) | 7.6
COCC1CCCN(C(=O)c2cn(Cc3ccc(F)cc3Cl)nn2)C1 (configuration not stated) | -1.1
CCCCNC(=O)N/N=c1/sc2ccccc2n1C | 7.4

A run of entries from further up, as a working copy:
smiles | ROC1-CUL1 inh
COCC1CCCN(C(=O)c2cn(Cc3ccc(F)cc3Cl)nn2)C1 (configuration not stated) | -1.1
CCCCNC(=O)N/N=c1/sc2ccccc2n1C | 7.4

(cont.)
smiles | ROC1-CUL1 inh
COC(=O)c1cc(Cl)ccc1NC(=O)CSc1ncc(S(=O)(=O)c2ccc(Br)cc2)c(=O)[nH]1 | -3.1
CN(C)S(=O)(=O)N(CC(=O)NCCSCc1ccccc1)c1ccccc1 | -2.8
CC1CCC(C(C)C)c2c1c(-c1ccc(Cl)cc1)nn2C(=O)/C=C/c1ccccc1 (configuration not stated) | 1.3
NC(=O)C1CCN(CC(=O)N2c3ccccc3Sc3ccccc32)CC1 | 14.6
CCN(CC)CCCNC(=O)c1oc2c(c1C)-c1nn(Cc3ccc(Cl)cc3)cc1CC2 | -1.6
CCOCC(=O)Nc1c(C)cc(C)cc1C | 5.6
CCc1ccccc1NC(=O)c1cc2cc(C)ccc2o1 | 4.7
O=C(/C=C/c1ccco1)N1CCN(C(=O)c2sc3cc(Cl)ccc3c2Cl)CC1 | -4.3
Cc1c(CCC(=O)NCc2ccc(F)cc2)c(=O)oc2cc(O)ccc12 | 3.0
COC(=O)c1cc(Cc2ccccc2)sc1NC(=O)C1CCCO1 (configuration not stated) | 2.2

smiles | ROC1-CUL1 inh
CCOC(=O)c1c(-c2ccc(OC)cc2)csc1NC(=O)Cc1cccc2ccccc12 | -1.5
CCOc1ccc(NC(=O)c2ccc([N+](=O)[O-])cc2Cl)cc1 | 1.2
CCSc1nc2c(nnc3ccccc32)c(-c2ccc(C)cc2)c1C#N | -6.0
COCCN1CCC(CN(Cc2ccncc2)Cc2ncc[nH]2)CC1 | -2.3
O=C(Oc1cccc(N2C(=O)C3C4CCC(C4)C3C2=O)c1)c1ccccc1 (configuration not stated) | -1.7
COC(=O)C1C(=N)OC2=C(C(=O)CCC2)C1c1cccnc1 (configuration not stated) | 4.0
COc1ccc(C2C(C#N)=C(c3ccccc3)OC(OC)(OC)C2(OC)OC)cc1 (configuration not stated) | 0.1
CC#CCN1C(=O)NC(CCc2ccccc2)(C2CCN(Cc3cc(OC)ccc3OC)CC2)C1=O (configuration not stated) | 3.8
Cc1cccnc1CCNC(=O)CC1C(=O)NCCN1CCC(C)C (configuration not stated) | 3.7
COC(=O)c1ccccc1NC(=O)Cn1c(=O)n(CCCC(=O)NCCc2ccc(OC)c(OC)c2)c(=O)c2ccccc21 | 6.8

smiles | ROC1-CUL1 inh
COc1ccc(N2C(=O)c3ccccc3NC2c2ccc(OC)c(Cn3cc([N+](=O)[O-])cn3)c2)cc1 (configuration not stated) | -0.8
CCOc1ccc(Cn2nnc3c(=O)[nH]c(C4CCN(C(=O)c5ccccc5)CC4)nc32)cc1 | 3.2
Cc1c(N=Cc2cc3c(cc2[N+](=O)[O-])OCO3)cccc1[N+](=O)[O-] | 90.7*
COCCN1C(=O)c2cccc3c(Cl)ccc(c23)C1=O | 10.3
Cc1ccc(Cl)cc1NC(=O)N=C1CN(CC(C)C)C(=O)c2ccccc21 | 17.7

Three compounds from above, arranged by formula weight, largest number first:
smiles | ROC1-CUL1 inh
COC(=O)c1ccccc1NC(=O)Cn1c(=O)n(CCCC(=O)NCCc2ccc(OC)c(OC)c2)c(=O)c2ccccc21 | 6.8
Cc1c(N=Cc2cc3c(cc2[N+](=O)[O-])OCO3)cccc1[N+](=O)[O-] | 90.7*
COCCN1C(=O)c2cccc3c(Cl)ccc(c23)C1=O | 10.3

Bioassay records from PubChem.

The list is partial. The share of hits here may be higher or lower than overall.
